HEK293 tox – cytotoxic in the GLP-1 receptor inverse agonist counter-screen; HEK293 cAMP-luciferase reporter cells, luminescence, 24 h; Potency, µM (series often up to 38.3 µM), for inactives: at the top dose activity change, negative = inhibition, actives largely listed as inhibitors; 410,000 tested, 0.13% active; AID 624418;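 also: loss of luciferase light is scored as toxicity; potency is read from the fitted curve at half-maximal effect; % is scaled to controls: 0 for no effect and ±100 for the full control effect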
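Seeding density was 200 cells/uL; after overnight-length (12 h) culture, 23 nL compounds went on for 24 h at 37 °C. Readout used a luciferase detection reagent, luminescence taken after 12 min at room temperature.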
D3 ag – activates the human D3 dopamine receptor. P35462. D3R DiscoveRx beta-arrestin cells, luminescence, 90 min. 410,000 tested, 0.58% active. AID 652048. max activation, %; in the data active = max activation above about 30%; also: 0% is about no effect; mostly tested at two doses, the higher about 12 µM
Target sequence (P35462 whole entry, looked up): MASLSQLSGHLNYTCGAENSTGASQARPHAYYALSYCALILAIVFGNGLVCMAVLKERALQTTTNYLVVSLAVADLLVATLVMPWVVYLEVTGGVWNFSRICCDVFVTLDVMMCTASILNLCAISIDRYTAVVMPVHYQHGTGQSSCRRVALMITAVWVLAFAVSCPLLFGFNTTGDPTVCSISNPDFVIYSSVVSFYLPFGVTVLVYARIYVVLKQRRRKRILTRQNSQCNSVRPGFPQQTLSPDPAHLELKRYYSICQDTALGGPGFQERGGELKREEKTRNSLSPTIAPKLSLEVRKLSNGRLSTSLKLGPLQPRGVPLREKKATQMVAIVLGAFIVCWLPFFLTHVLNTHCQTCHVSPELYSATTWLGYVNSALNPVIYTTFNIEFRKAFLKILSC
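Agonist-mode cell screen: cells plated at 1500/well and incubated overnight at 37 °C, then exposed to library compounds for 90 min at 37 °C. Detection reagent was added for 30–60 min at room temperature, and luminescence was read.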
GLP-1R agonist – agonists of human GLP-1 receptor; Potency, µM (doses to about 45.6 µM), inactives show at the highest dose activation, most hits filed as activators; HEK293 GLP-1R CRE-luciferase, luminescence, 4-6 h; cells express a hypersensitive GLP-1R form; P43220; 380,000 tested, 0.007% active; also: potency is read from the fitted curve at half-maximal effect; % of control where 0% means no effect
Target sequence (P43220 whole entry, looked up): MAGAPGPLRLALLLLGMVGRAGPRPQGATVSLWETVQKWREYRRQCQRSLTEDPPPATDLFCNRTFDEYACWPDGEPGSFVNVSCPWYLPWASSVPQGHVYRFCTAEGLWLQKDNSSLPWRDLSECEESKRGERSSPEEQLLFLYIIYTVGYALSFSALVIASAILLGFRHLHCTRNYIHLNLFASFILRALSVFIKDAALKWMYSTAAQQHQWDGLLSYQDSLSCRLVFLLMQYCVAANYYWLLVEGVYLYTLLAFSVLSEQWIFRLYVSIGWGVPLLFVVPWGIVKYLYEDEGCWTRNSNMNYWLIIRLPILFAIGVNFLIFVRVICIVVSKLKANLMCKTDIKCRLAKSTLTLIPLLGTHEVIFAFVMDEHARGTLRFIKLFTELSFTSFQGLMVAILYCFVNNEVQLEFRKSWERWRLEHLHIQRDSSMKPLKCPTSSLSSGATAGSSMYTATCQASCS
PI5P4K alpha inh – PI5P4K alpha (human) kinase inhibition. P48426. PI5P4Kalpha enzyme, ADP-Glo luminescence, 60 min; hits give low values. max response, %. 330,000 tested, 1.2% active; active = max response of -50% or lower; inconclusive = between -30% and -50%; inactive = -30% or higher; also: value at the top dose of about 77 µM; % is scaled to controls: 0 for no effect and ±100 for the full control effect
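Compounds were pin-transferred onto PI5P4Kalpha and substrate in HEPES pH 7.4 buffer with EGTA, CHAPS and 5% DMSO. ATP (5 microM final) started the reaction, which ran 60 minutes at room temperature before ADP-Glo detection.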
WRN inhibitor – WRN helicase (human) inhibition. WRN helicase unwinding, fluorescent forked duplex, kinetic. 360,000 tested, 0.46% active. Potency, µM (series often up to 114 µM), inactives show at the top dose activity change, negative = inhibition, usual class: inhibitors; also: potency is read from the fitted curve at half-maximal effect; % is scaled to controls: 0 for no effect and ±100 for the full control effect; nearly all actives have a fitted effect of over 55% in size
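Kinetic fluorescence helicase assay: unwinding of a quenched forked DNA duplex (100 nM final) with 2 mM ATP final raises red fluorescence (525/598 nm). Compounds sat 15 min at room temperature with 20 nM WRN beforehand.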
PLK1 PBD inh – inhibitors of human PLK1 polo-box domain binding. P53350. Plk1 PBD binding of FITC phosphopeptide, fluorescence polarization. Potency, µM, inactives show max response, negative = inhibition, usual class: inhibitors. 360,000 tested, 2.8% active; also: potency is read from the fitted curve at half-maximal effect; series mostly up to about 57 µM; % is scaled to controls: 0 for no effect and ±100 for the full control effect; nearly all actives have a fitted effect of over 65% in size
GLP1R inv ag – GLP-1 receptor (human) inverse agonism. AID 624417. Potency, µM (series often up to 38.3 µM), inactives show at the highest dose activity change, negative = inhibition, usual class: inhibitors. 410,000 tested, 1.6% active. HEK293 GLP-1R CRE-luciferase, luminescence, 24 h; GLP-1R form is constitutively active. P43220; also: potency is read from the fitted curve at half-maximal effect; % is scaled to controls: 0 for no effect and ±100 for the full control effect; nearly all actives have a fitted effect of over 55% in size
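Seeding at 200 cells/uL, 12 h culture, 24 hr compound treatment, then luciferase reagent and a luminescence read; cells are HEK293 stably expressing a constitutively active GLP-1R plus cAMP-responsive luciferase.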
IL-2 act – activates IL-2 in a cell-based reporter assay | IL-2 activation reporter assay, cell-based qHTS; stimulated with anti-CD3/CD4/CD28 beads; in transgenic mouse T cells | activation, % (series mostly up to about 46 µM) | 360,000 tested, 0.065% active | AID 652025; in the data active = activation above about 50%; inconclusive = mostly about 30% to 49%; also: 0% is about no effect
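First, unstimulated transgenic mouse T cells were exposed to compound for 60 min. Next, anti-CD3/anti-CD4-coated beads with anti-CD28 were added. Finally, after 18 h at 37 degrees C, EGFP and DsRed were imaged.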
DRD3 antagonist – blocks the human D3 dopamine receptor | P35462 | D3R cells, DiscoveRx beta-arrestin luminescence, antagonist mode; hits give low values | max response, negative = inhibition, % | 360,000 tested, 2.5% active | AID 652054; in the data active = max response below about -50%; inconclusive = no clear call, values can overlap the other calls; also: % is scaled to controls: 0 for no effect and ±100 for the full control effect; mostly tested at two doses, the higher about 12 µM
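Cells plated overnight at 1500 cells/well, then exposed to library compounds with dopamine controls for 90 minutes at 37 degrees C. DiscoveRx reagent added for 30–60 minutes at room temperature; luminescence read, quantitative HTS format.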
An asterisk follows results filed as active; ? = inconclusive; . = no result given; [ ] = remark or other dose. Unless noted, calls follow the shape of the dose curve; as a rule, active = well fitted curve in the direction sought with a large enough effect; inconclusive = small, poorly fitted or top-dose-only effect, or another doubt; inactive = no such curve, though single readings can be large; an effect the other way counts as inactive or inconclusive.

entry	SMILES	HEK293 tox	D3 ag	GLP-1R agonist	PI5P4K alpha inh	WRN inhibitor
1	CC(NC(=O)Nc1ccccc1F)C(C)(C)C (stereo not given)	6%	0	0%	-3	4%
2	Cc1cc([N+](=O)[O-])ccc1N(C)C	-2%	-2	-4%	-2	3%
3	COc1ccc(C(=O)/C=C/Nc2cc(C)on2)c(OC)c1	0%	15	22%	.	6%
4	CN(Cc1ccon1)C(=O)CCc1nnc(CCCCc2ccccc2)o1	-3%	4	-2%	1	1%
5	COc1ccc(N=C(C)C2=C(O)CSC2=O)cc1	2%	-9	1%	.	-5%
6	Cc1cccc(C)c1OCC(=O)Nc1cccc(-c2nnc(-c3ccccc3)o2)c1	?	2	0%	-14	-3%
7	Cc1ccc(NC(=O)COc2ccc(-n3cnnn3)cc2)cc1C	-2%	8	-28%	-1	0%
8	COc1ccc(C=O)c(OCc2cn(CC(=O)c3ccc(O)cc3)nn2)c1	0%	-19	-5%	-19	0%
9	C/C(=N\Nc1nccnc1Cl)c1ccc(O)c(C)c1	?	4	6%	7	-15%
10	COC(=O)c1ccc(CSc2ccccc2NC(=S)Nc2cccc(C(F)(F)F)c2)o1	4%	6	12%	-20	-8%
11	CCCCNC(=O)c1nc(C2CCN(S(=O)(=O)c3ccc(OC(F)(F)F)cc3)CC2)oc1-c1ccccc1	-10%	-8	.	6	-6%
12	O=C(CCCCCn1c(=O)[nH]c2ccsc2c1=O)NCc1ccccc1	-10%	3	0%	.	.
13	CCOC(=O)Nc1ccc(C)cc1Br	-13%	4	-1%	2	3%
14	CC(=O)c1cc(C)ccc1OC(=O)CN1C(=O)c2ccccc2C1=O	5%	-2	0%	-6	6%
15	CN(CCc1ccccc1)C(CCc1ccccc1)C(=O)Nc1ccc2c(c1)OCCO2 (stereo not given)	-13%	-16	6%	21	-4%

entry	PLK1 PBD inh	GLP1R inv ag	IL-2 act	DRD3 antagonist
1	1%	13%	-2.6	10
2	-4%	20%	0.3	0
3	0%	0%	-1.9	-13
4	-2%	?	-2.9	6
5	-15%	0%	1.9	3
6	-2%	?	0.4	55
7	-3%	8%	-0.5	4
8	-17%	8%	-0.5	-18
9	-9%	-7%	-0.5	10
10	?	?	-4.2	0
11	-11%	-8%	-0.6	-24
12	.	6%	.	.
13	1%	2%	-1.1	0
14	-12%	6%	3.1	-19
15	-12%	?	-0.9	-16

Full records from above. Values in the order: HEK293 tox, D3 ag, GLP-1R agonist, PI5P4K alpha inh, WRN inhibitor, PLK1 PBD inh, GLP1R inv ag, IL-2 act, DRD3 antagonist
C/C(=N\Nc1nccnc1Cl)c1ccc(O)c(C)c1 as listed: ?, 4, 6%, 7, -15%, -9%, -7%, -0.5, 10
O=C(CCCCCn1c(=O)[nH]c2ccsc2c1=O)NCc1ccccc1 as listed: -10%, 3, 0%, ., ., ., 6%, ., .

Next records:
entry	SMILES	HEK293 tox	D3 ag	GLP-1R agonist	PI5P4K alpha inh	WRN inhibitor
16	Cn1c(CSc2nc3ccccc3s2)n[nH]c1=S	-30%	1	-8%	-10	5%
17	Cc1nnc(NC(=O)c2ccc3c(c2)C(=O)N(CCC(C)C)C3=O)s1	1%	11	-4%	.	13%
18	Cc1cc(C)c(OCC(=O)OC(C)C(=O)NCc2ccccc2)c(C)c1 (stereo not given)	0%	0	-6%	3	-1%
19	O=C(CSc1ccc(Cl)cc1)N/N=C/c1ccc([N+](=O)[O-])o1	-9%	0	14%	-1	-3%[57.1 µM]
20	N/C(=N\OC(=O)Cc1ccccc1)c1ccc(Br)cc1	-12%	3	0%	13	-7%[57.1 µM]
21	CCc1nnc(NC(=O)C2Cc3ccccc3CN2S(=O)(=O)c2c(C)c(C)cc(C)c2C)s1 (stereo not given)	-21%	5	2%	.	-20%
22	CCc1cc2cc(C)ccc2nc1SCC(=O)N1CCN(C(=O)c2ccco2)CC1	-15%	5	1%	-6	-4%
23	CCC(NC(=O)c1cc(COc2cncc(Cl)c2)on1)c1ccncc1 (stereo not given)	0%	7	-5%	-11	-5%
24	CCOc1ccc(OCC)c(NC(=O)CNS(=O)(=O)c2cccs2)c1	0%	2	-1%	-1	0%
25	Cc1nc2sc3c(c2c2nnc(SCC(=O)NCc4ccco4)n12)CCCC3	-20%	1	25%	0	-12%
26	NC(=O)c1ccsc1NC(=O)COc1ccccc1	-11%	6	19%	.	?
27	CCCCn1c(-c2ccco2)nc2ccccc2c1=O	-9%	0	6%	-7	9%
28	COc1cccc(C(CNc2ccc(S(=O)(=O)N3CCN(C)CC3)cc2[N+](=O)[O-])N(C)C)c1 (stereo not given)	3%	-27	29%	-10	-3%
29	Clc1cccc(-c2ccc3nccn3c2)c1Cl	12%	-16	13%	1	-15%
30	CC1=CC(C)(C)Nc2ccc(C)cc21	-18%	6	-12%	.	2%

entry	PLK1 PBD inh	GLP1R inv ag	IL-2 act	DRD3 antagonist
16	30µM*	-22%	-2.2	-65*
17	-3%	10%	2.0	10
18	-3%	17%	-2.1	0
19	-24%	30%[activator]	-3.2	-9
20	0%	2%	-0.1	0
21	1%	-4%	-3.1	14
22	-8%	?	-0.4	36
23	-2%	-7%	3.0	-5
24	-2%	?	-1.8	-3
25	-7%	?	0.3	-8
26	15µM*	17%	-0.5	-7
27	-10%	?	1.6	-1
28	-6%	-19%	-3.4	-18
29	-13%	18%	-0.7	0
30	-1%	0%	-1.9	-9

(cont.)
entry	SMILES	HEK293 tox	D3 ag	GLP-1R agonist	PI5P4K alpha inh	WRN inhibitor
31	CC(C)c1c(C(=O)N/N=C/c2ccc(Cl)cc2Cl)nnn1-c1nonc1N	3%	2	-1%	6	-1%
32	CCCN(Cc1nc(-c2ccc(Cl)cc2)no1)CC1CCCO1 (stereo not given)	15%	6	3%	18	-1%
33	O=C(C1=C(O)C(=O)N(CCc2ccccc2)C1c1cccs1)c1ccco1 (stereo not given)	4%	1	2%	-3	-24%
34	Cc1cccc(Nc2c(O)nc[nH]c2=O)c1	-5%	7	2%	0	4%
35	COc1ccc(S(=O)(=O)N2CCN(C(=O)NC3CCCCC3)CC2)cc1	4%[7.66 µM]	0	5%	7	1%
36	CCCC1(C(=O)OCC)NC(c2ccc(N(C)C)cc2)C2C(=O)N(c3ccc(OCC)cc3)C(=O)C21 (stereo not given)	3%	-5	-1%	0	-21%
37	COCCn1c(SCC(=O)Nc2nc(C)cs2)nnc1C(C)C	-5%	1	7%	0	3%[57.1 µM]
38	COc1c(Cl)cc(Cl)cc1/C=C/C(=O)c1ccc(NC(=O)c2cccs2)cc1	?	-5	14%	8	-14%
39	O=C(COC(=O)c1cc(=O)[nH]c2ccccc12)Nc1nc(-c2ccccc2)cs1	6%	1	1%	0	-2%
40	CCOP(=O)(c1ccccc1)C1(C#N)CC1 (stereo not given)	-5%	1	-7%	5	7%
41	C/C(=N\NC(=O)CNc1cccc2ccccc12)c1ccccc1	-2%	3	-11%	0	5%
42	CS(=O)(=O)c1ccccc1-c1nnc(NC(=O)COc2ccc(Cl)cc2)o1	16%	0	-1%	2	-14%

entry	PLK1 PBD inh	GLP1R inv ag	IL-2 act	DRD3 antagonist
31	2%	?	0.8	-2
32	-1%	?	-1.7	15
33	-12%	11%	-3.0	-4
34	-6%	5%	0.9	-15
35	-8%	-8%[7.66 µM]	0.5	9
36	-20%	-18%	-0.7	9
37	-12%	4%	0.4	1
38	-1%	0%	-4.1	-3
39	-5%	0%	-0.1	23
40	3%	7%	1.0	3
41	-2%	-23%	-0.2	11
42	-16%	3%	0.5	-5

Given screen by screen: entries from further up
#35 COc1ccc(S(=O)(=O)N2CCN(C(=O)NC3CCCCC3)CC2)cc1
#36 CCCC1(C(=O)OCC)NC(c2ccc(N(C)C)cc2)C2C(=O)N(c3ccc(OCC)cc3)C(=O)C21 (stereo not given)
#37 COCCn1c(SCC(=O)Nc2nc(C)cs2)nnc1C(C)C
#38 COc1c(Cl)cc(Cl)cc1/C=C/C(=O)c1ccc(NC(=O)c2cccs2)cc1

compound no.	35	36	37	38
HEK293 tox	4%[7.66 µM]	3%	-5%	?
D3 ag	0	-5	1	-5
GLP-1R agonist	5%	-1%	7%	14%
PI5P4K alpha inh	7	0	0	8
WRN inhibitor	1%	-21%	3%[57.1 µM]	-14%
PLK1 PBD inh	-8%	-20%	-12%	-1%
GLP1R inv ag	-8%[7.66 µM]	-18%	4%	0%
IL-2 act	0.5	-0.7	0.4	-4.1
DRD3 antagonist	9	9	1	-3
